# Assay outcomes as filed in PubChem BioAssay.
# D2 antag: antagonists of human D2 dopamine receptor; P14416; HEK293 TREx D2 cells, calcium flux, dopamine EC80; inhibition, % at 10 µM; 2% of 340,000 active; AID 485344; in the data active = inhibition above about 30%; note: 0% is about no effect
#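 Calcium mobilization kinetics were recorded at 1 s intervals in tetracycline-induced HEK293 T-REx D2 cells, first for 180 s after compound addition and then 180 s after EC80 dopamine.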
# PI4K2A inh: blocks human PI4K2A kinase activity; Q9BTU6; purified PI4K2A, ADP-Glo luminescence, 1 h; hits give low values; activity change, negative = inhibition, % at 76.9 µM; 0.13% of 420,000 active; in the data active = activity change below about -50%; inconclusive = mostly about -30% to -49%;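 note: -100% = wells without enzyme as full effect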
# Target sequence (Q9BTU6 whole entry, looked up): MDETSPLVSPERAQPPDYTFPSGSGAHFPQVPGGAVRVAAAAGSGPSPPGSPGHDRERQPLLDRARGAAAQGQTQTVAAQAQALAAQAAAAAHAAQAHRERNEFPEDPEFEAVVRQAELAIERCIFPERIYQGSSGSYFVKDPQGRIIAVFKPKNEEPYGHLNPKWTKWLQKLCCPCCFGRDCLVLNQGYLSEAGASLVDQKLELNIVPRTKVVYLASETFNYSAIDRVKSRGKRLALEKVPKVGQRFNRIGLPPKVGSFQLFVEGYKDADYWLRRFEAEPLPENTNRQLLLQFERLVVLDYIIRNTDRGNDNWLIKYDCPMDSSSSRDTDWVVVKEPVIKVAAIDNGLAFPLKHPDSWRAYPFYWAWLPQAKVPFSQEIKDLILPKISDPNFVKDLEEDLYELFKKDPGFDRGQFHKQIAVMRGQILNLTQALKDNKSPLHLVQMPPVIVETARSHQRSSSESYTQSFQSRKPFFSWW
#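 ADP-Glo luminescence measured ADP generated by PI4K2A enzyme (4 ug/mL before mixing) with 1.2 mM PI substrate (pre-mix) and 300 microM ATP (pre-mix). Tris pH7.5 buffer with MgCl2, Triton X-100; 1 h reaction at ambient temperature.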
# TRHR enhancer: TRH receptor (human) allosteric enhancement; enhancement, % at 2 µM; AID 493056; 0.66% of 360,000 active; TRHR cells, fluo-8 calcium fluorescence, EC20 TRH enhancement; P34981; in the data active = enhancement above about 30%; note: 0% is about no effect
# Target sequence (P34981 whole entry, looked up): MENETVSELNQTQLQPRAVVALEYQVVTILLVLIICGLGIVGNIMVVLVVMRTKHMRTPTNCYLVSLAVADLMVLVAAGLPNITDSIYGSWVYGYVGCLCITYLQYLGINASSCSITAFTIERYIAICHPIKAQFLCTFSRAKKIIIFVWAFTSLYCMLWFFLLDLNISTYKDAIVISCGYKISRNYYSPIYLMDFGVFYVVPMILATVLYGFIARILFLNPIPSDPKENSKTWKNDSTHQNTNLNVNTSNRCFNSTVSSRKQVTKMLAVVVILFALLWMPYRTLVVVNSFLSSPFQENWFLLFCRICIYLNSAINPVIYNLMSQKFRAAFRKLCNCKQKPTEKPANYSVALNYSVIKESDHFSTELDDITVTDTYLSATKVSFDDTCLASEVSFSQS
#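 TRHR-expressing cells loaded with fluo-8 calcium dye were read kinetically (ex 480/em 530) during compound addition, then stimulated with an EC20 of TRH (10 nM final). Enhancement of the Gq-mediated intracellular calcium response was scored.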
# TrxR1 inh: rat TrxR1 inhibition | O89049 | recombinant rTrxR1, NADPH fluorescence consumption, selenite substrate | Potency, µM (doses to about 114 µM), inactives show at the top dose activity change, negative = inhibition, most hits filed as inhibitors | 1% of 390,000 active; note: potency is the fitted concentration of half-maximal effect; % is set by controls: 0 for no effect and ±100 for the full control effect; nearly all actives have a fitted effect of over 65% in size
#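 Rat TrxR1 (90 nM in the dispensed reagent) was pre-reduced with 400 uM NADPH for 5 min at room temperature, then incubated with compound for 15 min. After 400 uM selenite was added, NADPH fluorescence (Ex 340/Em 450 nm) was followed for 8 min.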
# USP1-UAF1 inh: USP1/UAF1 (human) deubiquitinase inhibition | recombinant USP1/UAF1, Ub-Rhodamine cleavage fluorescence | AID 743255 | O94782 | Potency, µM (top dose mostly 57.1 µM), for the others: top-dose activity change, negative = inhibition, usual class: inhibitors | 0.23% of 390,000 active; note: potency is the fitted concentration of half-maximal effect; % is set by controls: 0 for no effect and ±100 for the full control effect; nearly all actives have a fitted effect of over 60% in size; inactives centre near -12
#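 In this screen, compounds sit with the deubiquitinase complex (1nM) for 15 min at room temperature before Ub-Rho is added at 150nM final. Fluorescence rise is then followed for 6 reads every 60 seconds.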
# TrxR1 substrate: substrates of rat thioredoxin reductase 1; O89049; purified TrxR1 substrate turnover, NADPH consumption readout; Potency, µM (series often up to 114 µM), for inactives: at the top dose activity change, negative = substrate turnover; 0.01% of 390,000 active; AID 588456; note: potency is the fitted concentration of half-maximal effect; % is set by controls: 0 for no effect and ±100 for the full control effect; nearly all actives have a fitted effect of over 50% in size
#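 Rat TrxR1, dispensed at 90 nM, was prereduced with 400 uM NADPH (final) for 5 min at ~22 deg C, then incubated with compound 15 min before 400 uM selenite. A first-read NADPH fluorescence drop versus no-compound background flagged substrates.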
# D2 agonist: D2 dopamine receptor (human) agonism; activation, % at 2 µM; HEK293 T-REx D2 cells, calcium flux agonist mode; 0.53% of 340,000 active; P14416;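 active = activation over 3 SD above normal in the single-dose calcium agonist read, cut at about 30% in these data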; note: 0% is about no effect
#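 In this primary screen, compounds producing a positive calcium signal within 180 s of addition to tetracycline-induced, force-coupled HEK293 Trex D2 cells are flagged; cells are dye-loaded with a no-wash calcium kit beforehand.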
# TRHR ag: TRH receptor (human) agonism | TRHR cells, calcium flux fluo-8, FDSS agonist mode | 0.18% of 360,000 active | activation, % at 2 µM | P34981; in the data active = activation above about 30%; note: 0% is about no effect
#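 Steps: seed TRHR cells overnight; add fluo-8 no-wash Ca dye, RT 30 min–1.5 h; record 10 s baseline; pin-transfer compounds; monitor fluorescence 1 cycle/s for the agonist window. Calcium increases flag candidate agonists.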
# IDH1 R132H inh: human IDH1 R132H inhibition; IDH1-R132H enzyme, NADPH consumption, diaphorase/resazurin fluorescence; Potency, µM (series often up to 76.6 µM), without a hit: at the top dose activity change, negative = inhibition, hits mostly inhibitors; 0.093% of 390,000 active; AID 602179; note: potency is the fitted concentration of half-maximal effect; % is set by controls: 0 for no effect and ±100 for the full control effect; nearly all actives have a fitted effect of over 65% in size
#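 IDH1-R132H (0.5 ug/mL) preincubated 30 min with compound, then NADPH (0.016 mM) and alpha-KG (2 mM) added; 80 min at RT, pH 7.5. Remaining NADPH coupled via diaphorase/resazurin to fluorescence (540/590 nm); concentration-response curves normalized to no-enzyme control.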
# * = called active by the depositor; u = inconclusive; x = no result given; [ ] = another dose, or the depositor's remark. Unless noted, calls come from the whole dose curve; as a rule, active = well fitted inhibition curve with a large enough effect; inconclusive = small, poorly fitted or top-dose-only effect; inactive = no such curve, though single readings can be large or run the other way. This is a random part of the collection (roughly 3.9% active in at least one column).
SMILES,D2 antag,PI4K2A inh,TRHR enhancer,TrxR1 inh,USP1-UAF1 inh,TrxR1 substrate,D2 agonist,TRHR ag,IDH1 R132H inh
CS(=O)(=O)c1ccc(N2CCN(S(=O)(=O)c3cccs3)CC2)c([N+](=O)[O-])c1,-4,-3,-9,15%,-25%,-3%,1.7,-0.4,-9%
Cc1ccc2[nH]c3c(c2c1)CN(C(=O)CN(C)CC1OCCO1)CC3,4,6,6,u,-26%,-1%,0.3,-0.5,1%
CCN1C(=O)[C@H]2[C@@H](c3ccc(C)cc3)N3C(=O)N(c4cccc(Br)c4)C(=O)[C@@]3(CC(C)C)[C@H]2C1=O,x,3,-1,14%[57.1 µM],-12%,1%[57.1 µM],x,0.3,-2%
COc1ccc(N/C(N)=N/c2nc(C)c(Cc3ccccc3)c(=O)[nH]2)cc1,x,1,-3,23%[11.4 µM],-5%,2%,x,0.9,1%
Cc1cc(C(=O)OCC(=O)N(C)C2CCS(=O)(=O)C2)c(C)n1-c1ccccc1 (stereo unspecified),17,-3,1,-6%,-2%,4%[57.1 µM],-0.4,-0.8,5%
Cc1nn(CCC(=O)N2CCN(S(=O)(=O)c3ccc(Cl)cc3)CC2)c(C)c1C,10,-2,-1,-5%[57.1 µM],-16%,-2%[57.1 µM],0.8,-0.5,5%
CC1CCN(C(=O)CNC(=O)Cc2ccccc2)CC1,-16,-4,3,35%,-7%,6%,-0.3,0.5,-7%
Cc1cc(C)cc(-n2c(=O)c3ccccc3n(CC(=O)NCC3CCCO3)c2=O)c1 (stereo unspecified),6,1,18,9%[57.1 µM],-16%,2%[57.1 µM],0.2,0.0,-6%
Cc1cc(S(=O)(=O)NCc2cccnc2)ccc1F,-7,1,2,-18%,-23%,-10%,0.8,1.1,-12%
Cc1ccccc1NC(=O)c1ccc(COc2ccc3c(C)cc(=O)oc3c2)cc1,-4,2,-3,5%,-1%,10%,0.7,1.6,-5%
O=C(NC(=S)Nc1ccc2[nH]c(=O)[nH]c2c1)c1ccccc1Cl,15,0,3,-7%,-12%,-2%,0.4,0.4,5%
CN(C)CCCNC(=O)c1ccc(CN(c2ccccc2)S(C)(=O)=O)cc1,x,4,0,11%,-3%,5%,x,1.2,3%
C/C(=N\NC(=O)c1c(Cl)c(C)nn1C)c1ccc(NC(=O)C2CCC2)cc1,-16,8,-3,8%,-6%,19%,0.3,-0.6,-6%
COc1ccc(Nc2nnc(-c3ccc(C)c(S(=O)(=O)N4CCOCC4)c3)c3ccccc23)cc1,x,6,6,-9%,-5%,-8%,-1.0,0.1,10%
CCOC(=O)/C(C#N)=C1/C=CNC(=O)N1,2,-6,15,-8%,4%,-19%,-0.3,0.2,2%
O=C(Nc1ccc(C(=O)c2ccccc2)cc1)c1ccccc1,14,2,-6,25%[57.1 µM],-21%,-17%[57.1 µM],1.1,1.2,14%
Cc1cccc(NC(=O)c2nc[nH]c2C(=O)N2CCC(C)CC2)c1,39*,-2,-2,-11%,-28%,9%[57.1 µM],-0.9,0.2,2%
O=c1oc2ccccc2n1Cn1c(=O)oc2ccccc21,2,3,-6,9%[57.1 µM],-12%,7%[57.1 µM],-0.5,0.2,-9%
Cc1cc(S(=O)(=O)Nc2ccc(N3CCOCC3)cc2)ccc1Br,10,2,14,26%,-22%,3%,-0.5,0.1,6%
COc1ccc(/C=N/NC(=O)c2c(C)n(C)c3ccc(OC)cc23)c(OC)c1,9,0,-2,-11%,-16%,-5%,-2.6,-1.1,1%
Cc1c(Cl)cccc1-c1ccc(CNCCCSc2nnnn2C)o1,x,4,-2,30%,-21%,-4%,0.9,1.0,0%
CCN1CCN(S(=O)(=O)c2ccc(Cl)c(C(=O)NC3CCC(C)CC3)c2)CC1 (stereo unspecified),9,-2,-3,28%,-22%,4%,-0.1,-0.1,9%
Cc1ccc(Cn2c(SCC(=O)NCC3CCCO3)nc3ccsc3c2=O)cc1 (stereo unspecified),-1,-5,-9,49%[activator][57.1 µM],u,12%[57.1 µM],-0.9,-1.6,13%
O=C(OCC(=O)N1CCN(c2ccccc2)CC1)c1cccc(Cl)c1,3,-14,5,7%,-12%,0%,-0.8,-1.2,2%
O=C(CCn1nnc2ccccc21)Nc1nnc(COc2ccccc2F)s1,-9,15,32*,-7%,-21%,-8%,-0.6,0.3,6%
# (list continues)
SMILES,D2 antag,PI4K2A inh,TRHR enhancer,TrxR1 inh,USP1-UAF1 inh,TrxR1 substrate,D2 agonist,TRHR ag,IDH1 R132H inh
CC1CCN(c2nc3ccccc3nc2C(C#N)C(=O)OC2CCCCC2)CC1 (stereo unspecified),6,2,7,-1%,-13%,3%,0.3,-0.1,1%
O=C(CN1C(=O)c2ccccc2C1=O)Nc1cccc(Cl)c1,-7,1,-1,31%,-12%,-1%,0.8,0.0,4%
CC(C)NC(=O)C1CCN(C(=O)N2CCOc3ccc(Cl)cc32)CC1,x,0,5,5%,4%,18%,0.1,-0.2,6%
O=C(C1CCN(S(=O)(=O)N2CCOCC2)CC1)N1CCc2ccccc21,36*,-9,-1,-7%,-22%,-8%,-0.5,-0.1,7%
CN(Cc1cc2ccccc2[nH]c1=O)C(=O)C1CCCCC1,-6,3,-6,-1%,-17%,2%,0.5,0.2,4%
Nc1cccc(-c2nc3ccccc3[nH]2)c1,-13,-1,-5,38%[activator],-15%,264%[activator],-0.8,0.0,1%
CN(C)S(=O)(=O)c1cccc(NS(=O)(=O)c2ccc(Cl)s2)c1,-11,0,-8,7%,-15%,-2%,0.1,0.5,7%
Cc1ccc(NC(=O)CCn2cccn2)c(C)c1,x,-2,10,14%[57.1 µM],-13%,4%[57.1 µM],x,0.1,-2%
CCCCN1CC(COCc2ccccc2)Oc2cccc(NCc3ccc(OC)cc3)c2S1(=O)=O (stereo unspecified),x,-2,x,138%[activator],-13%,162%[activator],x,x,24%
CCOC(=O)c1cc(-c2ccc(C)cc2)n(CCC(=O)Nc2nc3c(C)cccc3s2)c1C,x,-3,1,11%,-18%,-5%,0.1,0.0,-8%
NNC(=O)Cc1cn(-c2ncc(C(F)(F)F)cc2Cl)c2ccccc12,0,0,-1,5%[57.1 µM],-22%,-7%[57.1 µM],1.6,1.3,0%
COc1ccc(N(CC(=O)Nc2cc(C)cc(C)c2)S(=O)(=O)c2ccccc2[N+](=O)[O-])c(OC)c1,53*,3,-1,24%,-29%,4%,0.2,0.3,-7%
CN(C)c1ccc(/C=C/c2cc[n+](C)cc2)cc1,10,-12,3,0%,-17%,-12%,1.6,9.2,0%
Cc1cnc(CNC(=O)C2CCC(=O)N(Cc3ccc(Cl)cc3)C2)[nH]1 (stereo unspecified),-18,-7,16,13%,-3%,12%,-0.1,0.4,3%
C(#CCN1CCOCC1)CCCN1CCOCC1,x,1,x,10%[2.29 µM],1%,-4%[57.1 µM],x,x,5%
O=C(CSc1nnc(-c2cccs2)n1-c1ccccc1)NCc1ccc2c(c1)OCO2,-5,4,2,-7%,-18%,-5%,0.2,-0.9,2%
C[C@H]1CN=C(N(C)C)N1CCCCc1ccccc1,-8,0,0,1%,-4%,-4%,0.7,-0.2,4%
CCN(CC)C(=O)c1cc(Cl)ccc1NC(=O)c1ccco1,5,2,1,6%,-22%,3%,1.1,0.4,-1%
CCCCCCN(C(=O)CCCCCN1C(=O)NC(c2ccc([N+](=O)[O-])cc2)C(C(=O)OCc2ccccc2)=C1C)C(C(=O)NCCCC)c1ccc(OCC(=O)OC)c(C(=O)OC)c1 (stereo unspecified),-17,x,0,x,x,x,0.2,2.6,x
O=C(NNC(=O)C1[C@H]2CCCC[C@@H]12)c1ccc(=O)oc1 (stereo partly specified),14,-3,-2,-3%,u,46%[activator],-0.5,7.0,0%
O=C(Nc1ccc([N+](=O)[O-])cn1)c1cc(-c2cccc(Br)c2)nc2ccccc12,-14,-4,3,1%,-6%,-8%,1.1,1.6,5%
CS(=O)(=O)c1ccc(Cl)c(NC(=O)c2cc(S(=O)(=O)N3CCOCC3)ccc2N2CCCC2)c1,x,-6,2,-2%,-7%,-12%,x,-0.3,9%
Fc1ccccc1C1c2cccn2CCN1C(=S)Nc1ccc(Br)cc1 (stereo unspecified),-25,6,-1,u,-16%,-14%,1.5,1.2,-16%
COc1cc(C(=O)OCCn2c(=O)c3c(ncn3CCN(C)C)n(C)c2=O)cc(OC)c1OC,34*,3,6,2%,2%,-3%,-2.1,-0.4,0%
Cc1ccc(CNC(=O)C2CCN(C(=O)Nc3ccc(C)cc3)CC2)cc1,-10,3,6,9%,-2%,1%,-0.3,-1.2,25%
Cc1ccc(C(=O)NC(=S)Nc2cccc3nsnc23)cc1,16,0,4,-18%,-15%,-3%,-1.0,0.6,23%
O=C(NCc1ccccn1)c1ccc2nc(-c3ccco3)c(-c3ccco3)nc2c1,3,x,-2,x,x,x,2.6,-1.1,x
CC(=O)NS(=O)(=O)c1ccc(N=NN2CCCCC2)cc1,-5,-3,5,-2%,-7%,-17%,1.3,0.3,0%

# Full records, looked up by structure. Values in the order: D2 antag, PI4K2A inh, TRHR enhancer, TrxR1 inh, USP1-UAF1 inh, TrxR1 substrate, D2 agonist, TRHR ag, IDH1 R132H inh
# O=C(NNC(=O)C1[C@H]2CCCC[C@@H]12)c1ccc(=O)oc1 (stereo partly specified) as listed: 14, -3, -2, -3%, u, 46%[activator], -0.5, 7.0, 0%
# O=C(C1CCN(S(=O)(=O)N2CCOCC2)CC1)N1CCc2ccccc21 as listed: 36*, -9, -1, -7%, -22%, -8%, -0.5, -0.1, 7%
# C[C@H]1CN=C(N(C)C)N1CCCCc1ccccc1 as listed: -8, 0, 0, 1%, -4%, -4%, 0.7, -0.2, 4%
# COc1ccc(N(CC(=O)Nc2cc(C)cc(C)c2)S(=O)(=O)c2ccccc2[N+](=O)[O-])c(OC)c1 as listed: 53*, 3, -1, 24%, -29%, 4%, 0.2, 0.3, -7%
# CN(C)S(=O)(=O)c1cccc(NS(=O)(=O)c2ccc(Cl)s2)c1 as listed: -11, 0, -8, 7%, -15%, -2%, 0.1, 0.5, 7%
